UHRF1 MBD2 ctr: UHRF1 methylated DNA binding inhibitors, primary screen, counter-screen for MBD2 inhibitor project, biochemical, TR-FRET, human UHRF1, single concentration | E3 ubiquitin-protein ligase UHRF1 (Homo sapiens), Q96T88 | UHRF1 binding to methylated oligo | inhibition, % at 4.4 µM | 370,000 compounds, 0.75% hits | AID 687016, 2013; in the data active means inhibition above about 21%;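 further: UHRF1 SRA domain binding a hemimethylated CpG hairpin DNA probe; 0% = median of test compound wells and 100% = reference inhibitor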
MBD2 DNA inh: inhibitors of MBD2 binding to methylated DNA, primary screen, biochemical, TR-FRET, DNA-binding domain, human; MBD2 binding to methylated oligonucleotide; inhibition, % at 4.4 µM; 370,000 compounds, 0.31% hits; AID 686964, 2013; in the data active means inhibition above about 13%
ABHD4 inh: ABHD4 inhibitors, primary screen, biochemical, fluorescence polarization, mouse. inhibition, % at 8.92 µM. purified mABHD4, FP-Rh probe fluorescence polarization. 370,000 compounds, 0.54% hits. AID 720543, 2013;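 active means inhibition exceeding the mean over every tested compound plus 3 SD, cut at about 30% in these data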;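 further: 0% = plate median of compound wells and 100% = S159A mutant with DMSO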
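system = mouse ABHD4 enzyme, wild type | medium = HEPES pH 7.0, NaCl, Pluronic buffer | also added = FP-Rh probe | incubation = Enzyme–compound pre-incubation 45 min, then probe 60 min, both 25 °C | technique = fluorescence polarization, excitation 525 nm, emission 598 nm, BODIPY TMR filters | controls = S159A mutant high control, sample median low control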
SIAE primary: human SIAE inhibitors, primary screen, biochemical, fluorescence polarization, FP-Rh probe, 1536-well HTS | Sialate O-acetylesterase (Homo sapiens), Q9HAT2 | SIAE FP-Rh probe binding | AID 1053197, 2014 | 370,000 compounds, 0.69% hits | inhibition, % at 9.66 µM;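 active means inhibition above a cutoff: mean of compounds within the control limits plus 3 SD of those, cut at about 17% in these data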;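 further: 0% = plate median of compound wells and 100% = probe without SIAE protein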
PRMT1 inh: PRMT1 methyltransferase inhibitors, primary screen, biochemical, fluorescence polarization; Protein arginine N-methyltransferase 1 (Homo sapiens), Q99873; recombinant PRMT1, activity-based probe fluorescence polarization; inhibition, % at 2.79 µM; 370,000 compounds, 1.3% hits; AID 652257, 2013;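 active means inhibition above about 21% made by adding two undisclosed values, limit read from the data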
HTRA1 inh: HTRA1 serine protease inhibitors, primary screen, biochemical, fluorescence polarization, HTS; Q92743; recombinant HTRA1, FP-rhodamine activity-based probe; inhibition, % at 5.96 µM; 340,000 compounds, 0.5% hits; AID 504803, 2011; in the data active means inhibition above about 36%;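 further: 0% = enzyme with DMSO and 100% = wells lacking enzyme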
TCR CD3 inh: inhibitors of human TCR-CD3 interaction, primary screen, biochemical, fluorescence, TAMRA-labeled TCR probe; T-cell receptor (TCR); inhibition, % at 9.4 µM; 360,000 compounds, 0.37% hits; AID 651800, 2012; in the data active means inhibition above about 19%;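 further: recombinant mutant TCR 2C K166C tagged with TAMRA read by polarization; 0% = receptor in buffer alone and 100% = receptor with positive control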
GC-B act: human GC-B receptor activators, primary screen, HEK293 GC-B cells, cGMP TR-FRET, EC30 CNP. Atrial natriuretic peptide receptor 2 (Homo sapiens), P20594. 0% at EC30 CNP, 100% saturating CNP. activation, % at 10 µM. 370,000 compounds, 0.11% hits. AID 1920062, 2024;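 active means activation at 10 µM reaching about 35% in either raw or pattern-adjusted values, limit read from the data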
rCAG RNA binder: binders of r(CAG) RNA repeats, primary screen, biochemical, fluorescence | r(CAG) RNA repeat, TO-PRO-1 dye displacement fluorescence | inhibition, % at 3 µM | 370,000 compounds, 1.3% hits;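 active means inhibition above the plate cutoff, the mean of all test compounds on that plate plus 3 SD, cut at about 35% in these data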;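 further: 0% = DMSO alone and 100% = 100 µM mitoxantrone as full dye displacement; higher means more dye released from RNA so lower well fluorescence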
NPR1 activator: GC-A stimulated cGMP production enhancers – HEK293 GC-A cells, cGMP TR-FRET, EC30 ANP, primary screen; 370,000 compounds, 0.14% hits; 0% at EC30 ANP, 100% saturating ANP; activation, % at 10 µM; in the data active means activation above about 40%
Target sequence (P16066 whole entry, looked up): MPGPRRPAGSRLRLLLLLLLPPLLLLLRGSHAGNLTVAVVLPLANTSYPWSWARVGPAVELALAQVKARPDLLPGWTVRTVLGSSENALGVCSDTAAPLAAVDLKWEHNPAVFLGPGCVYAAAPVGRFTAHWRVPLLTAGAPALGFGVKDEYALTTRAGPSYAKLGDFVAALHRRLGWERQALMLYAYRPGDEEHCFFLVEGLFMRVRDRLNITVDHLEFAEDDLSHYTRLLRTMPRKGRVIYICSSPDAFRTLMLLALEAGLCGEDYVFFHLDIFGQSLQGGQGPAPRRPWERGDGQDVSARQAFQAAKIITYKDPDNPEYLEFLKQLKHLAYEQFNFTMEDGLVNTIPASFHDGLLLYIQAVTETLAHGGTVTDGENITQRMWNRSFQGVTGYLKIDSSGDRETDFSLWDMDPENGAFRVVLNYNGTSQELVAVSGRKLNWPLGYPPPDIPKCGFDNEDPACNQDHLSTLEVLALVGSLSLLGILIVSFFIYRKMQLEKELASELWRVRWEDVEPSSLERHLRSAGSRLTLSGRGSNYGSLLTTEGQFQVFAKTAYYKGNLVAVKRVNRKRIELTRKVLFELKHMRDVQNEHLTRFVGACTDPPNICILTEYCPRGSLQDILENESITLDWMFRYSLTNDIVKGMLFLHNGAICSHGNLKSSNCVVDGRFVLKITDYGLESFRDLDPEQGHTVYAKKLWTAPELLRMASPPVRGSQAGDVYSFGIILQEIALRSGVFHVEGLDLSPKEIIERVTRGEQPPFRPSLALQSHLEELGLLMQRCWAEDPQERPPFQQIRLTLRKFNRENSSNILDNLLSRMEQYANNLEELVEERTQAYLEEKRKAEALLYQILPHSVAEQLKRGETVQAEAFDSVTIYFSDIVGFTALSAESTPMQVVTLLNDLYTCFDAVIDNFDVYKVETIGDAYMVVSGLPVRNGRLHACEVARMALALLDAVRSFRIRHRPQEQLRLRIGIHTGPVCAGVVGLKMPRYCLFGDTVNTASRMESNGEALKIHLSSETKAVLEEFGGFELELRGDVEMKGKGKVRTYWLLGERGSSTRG
* = called active by the depositor; . = not tested or not shown; & = joins results of further samples. This is a subset; the hit share may differ from the screen's.

SMILES | UHRF1 MBD2 ctr | MBD2 DNA inh | ABHD4 inh | SIAE primary | PRMT1 inh | HTRA1 inh | TCR CD3 inh | GC-B act | rCAG RNA binder | NPR1 activator
C#CCN(C[C@H]1[C@H](OC(=O)NC2CC2)[C@H](OC(=O)NC2CC2)C[C@@H](C(=O)OC)[C@H]1C(=O)OC)S(=O)(=O)c1ccc(C)cc1 | -2 | -3 | -5 | -1 | -1 | 0 | 5 | -8 | -2 | 0
NC(=O)[C@@H]1CCCN1Cc1nc(-c2cccs2)no1 | -3 | 1 | -4 | 2 | 4 | -1 | -6 | 6 | -1 | -3
COc1cc(SC)ccc1C(=O)Nc1cc(C)c(OCC(=O)N2CCOCC2)c(C)c1 | 1 | 8 | -12 | -11 | 4 | 1 | -1 | 7 | -6 | 5
O=C(NC1CCC(C(=O)O)CC1)OCc1ccccc1 (stereo unspecified) | 1&3&-1 | 6&5&2 | 4&0&-3 | 0&2&4 | 3&2&-2 | 3&-3&0 | -3&-2&0 | -3&-5&-1 | 0&-2&4 | 3&0&1
CCN(CC)S(=O)(=O)c1ccc(N2CCOCC2)c(NS(=O)(=O)c2ccc(OC)cc2)c1 | -1 | 3 | -3 | 3 | -1 | -6 | 1 | 5 | 6 | 1
CC(Oc1ccc2oc(-c3ccccc3)c(C(=O)O)c2c1)C(=O)O (stereo unspecified) | 1 | 1 | -4 | 2 | 2 | 0 | 9 | 1 | 4 | 4
Cc1nc2nc(-c3ccco3)[nH]n2c(=O)c1C | -2 | 0 | 4 | 9 | 1 | 3 | 0 | 3 | 1 | 6
CCOC(=O)c1c(NC(=O)c2nn(CC)cc2Br)sc2c1CCCCC2 | -2 | -3 | 1 | 3 | -1 | -6 | 9 | 0 | 2 | -2
CN1CCCN(C(=O)CC2(CC(=O)O)CCCC2)CC1 | 1 | 3 | 3 | 2 | 0 | 1 | -4 | 0 | -2 | 3
Cc1ccc(OCc2ccc([N+](=O)[O-])cc2)c([N+](=O)[O-])n1 | -1 | -5 | 1 | 7 | 3 | 2 | 6 | 2 | 2 | 0
OCC1(Cc2cccc(C(F)(F)F)c2)CCN(Cc2cc3ccccc3o2)CC1 | -3 | 1 | 0 | 8 | -2 | -17 | -3 | -1 | -6 | 0
C=CC[C@@H](CC(=O)N(CCO)Cc1ccccc1)C(=O)N[C@H](C)COC(=O)[C@@H](CC=C)Cc1ccc(F)cc1 | 0 | -3 | -1 | 1 | -1 | -6 | -1 | -8 | -9 | -4
Cc1ccccc1OCc1nnc(SCc2cc(=O)[nH]c3ccccc23)o1 | 0 | -3 | -1 | -2 | -2 | 1 | -7 | 5 | 0 | -2
S=C(NCCc1ccccc1)NCc1ccccc1Cl | 15 | 4 | -16 | 6 | -1 | -10 | 2 | 1 | -2 | 1
COc1ccccc1NS(=O)(=O)c1cccc(C(=O)N2CCN(Cc3ccc4c(c3)OCO4)CC2)c1 | -2 | 3 | -5 | 10 | -1 | 0 | 5 | 5 | -6 | 1
CN(c1ccc(OCC(=O)O)cc1)S(=O)(=O)c1ccc2ccccc2c1 | -1 | 0 | -3 | 17 | -4 | 2 | 4 | 2 | 8 | 1
O=Cc1c[nH]c2ncccc12 | 2 | 8 | -8 | 1 | 7 | 5 | -2 | 2 | -3 | 3
Cc1ccc(S(=O)(=O)N2CCCCC2)cc1NC(=O)Cn1ncc(Cl)c(Cl)c1=O | 5 | -2 | -11 | -8 | 2 | 0 | -5 | 6 | 15 | 3
COc1ccc(NC(=O)c2cc(C3CCCCN3S(=O)(=O)c3c(C)noc3C)on2)c(C)c1 (stereo unspecified) | -2 | 3 | -4 | 1 | -1 | . | -1 | 0 | 2 | 1
O=C(CCCc1c[nH]c2ccccc12)N1CCCCCC1 | 2 | 5 | -6 | 6 | 3 | 3 | -3 | 2 | -2 | -4
Cc1cc2nc3c(nc2cc1C)CCCC3 | -3 | 3 | 0 | -1 | -4 | -5 | 5 | -1 | -4 | -2
Cc1ccc(C(C(=O)NCC2CCCO2)N(C(=O)c2snc(C(N)=O)c2N)c2ccccc2F)o1 (stereo unspecified) | -2 | -1 | 3 | 11 | -3 | -8 | 5 | -8 | 0 | -14
O=c1[nH]c(=S)[nH]cc1Oc1ccc(Cl)cc1 | -1 | -2 | -4 | 2 | 2 | 4 | 5 | 0 | 5 | 6
Cc1cccc(N(CC(=O)Nc2ccc(-c3nc4ccc(C)cc4s3)cc2)S(C)(=O)=O)c1 | -2 | 4 | 1 | -12 | -1 | -3 | -6 | 1 | 8 | 5
CCc1ccc(OCC(=O)Nc2ccc(-c3nc4ccccc4o3)c(O)c2)cc1 | 0 | 6 | 2 | -7 | -1 | 3 | -1 | 3 | -2 | 1
CSc1ccccc1NC(=O)CN1CCCCC1 | -2 | 1 | 2 | 5 | -2 | -6 | 3 | -2 | -4 | -3
Cc1ccc(C(NC(N)=O)c2ccccc2)cc1 (stereo unspecified) | 11 | -3 | 5 | -2 | -1 | 3 | 0 | -3 | 2 | 0
Cn1c(SCC(=O)Nc2ccc(N3CCOCC3)cc2)nnc1C(F)(F)F | -3 | -3 | -3 | 15 | -3 | 3 | -1 | -5 | 2 | -2
CCCC1OC23CCCCC2C(C#N)(C#N)C1(C#N)C(=N)O3 (stereo unspecified) | 3 | -2 | 28 | 4 | 21 | 24 | 25* | -3 | -16 | -2
CN1CCc2cc3c(c4c2C1CC41CCC(=NO)CC1)OCO3 (stereo unspecified) | -4 | -5 | 0 | 6 | -2 | 4 | 2 | 3 | -2 | -3

Sorted by value in HTRA1 inh (descending): 3 of the compounds above
Molecule | HTRA1 inh
O=c1[nH]c(=S)[nH]cc1Oc1ccc(Cl)cc1 | 4
Cn1c(SCC(=O)Nc2ccc(N3CCOCC3)cc2)nnc1C(F)(F)F | 3
C=CC[C@@H](CC(=O)N(CCO)Cc1ccccc1)C(=O)N[C@H](C)COC(=O)[C@@H](CC=C)Cc1ccc(F)cc1 | -6

Further records follow.
SMILES | UHRF1 MBD2 ctr | MBD2 DNA inh | ABHD4 inh | SIAE primary | PRMT1 inh | HTRA1 inh | TCR CD3 inh | GC-B act | rCAG RNA binder | NPR1 activator
COc1ccc(CN2CN(c3ccc(Cl)cc3)C(=O)N(n3cnnc3)C2)cc1 | 0 | -4 | -2 | 4 | 2 | -1 | 7 | -12 | 0 | -12
Cc1ccc(N2C(=O)C(O)(C(F)(F)F)C3=C2CC(C)(C)CC3=O)cc1 (stereo unspecified) | 1 | 3 | -6 | 3 | 0 | 8 | 8 | -3 | 2 | 1
Cc1ccc(NC(=O)Cn2nnc(C(=O)NCc3cccs3)c2N)cc1Cl | 2 | 7 | -9 | -10 | 2 | -5 | -6 | 0 | 7 | -1
Cc1ccccc1C(=O)NCCCCc1ccccc1 | 4 | -1 | 2 | -3 | 2 | 4 | -4 | 7 | -3 | 2
CSC[C@H]1CN(c2ccc(Br)cc2)C(=O)[C@@H]1CC(=O)Nc1ccc(Br)cc1 | 0 | 4 | -6 | -9 | 3 | -31 | 3 | 0 | 6 | 4
O=[N+]([O-])c1ccccc1-c1ccc(C(=S)N2CCCCC2)o1 | -8 | -6 | 12 | 4 | 3 | 19 | 3 | -3 | 3 | -2
COc1ccccc1OCCNC(=O)CNC(=O)c1ccc(C(C)(C)C)cc1 | 0 | 0 | -9 | -6 | -2 | 7 | 3 | -2 | -3 | 4
Cc1ccc(C(=O)Nc2nnc(COc3ccccc3)s2)cc1 | 3 | 3 | 0 | 12 | -1 | 1 | 2 | -2 | -3 | -2
O=C(c1cccnc1)N1C2C=CC(C2)C1(C(F)(F)F)C(F)(F)F (stereo unspecified) | 1 | -1 | 3 | 3 | 0 | 0 | 6 | 6 | 1 | 0
CCN(CC)C(=S)SCC(=O)Nc1nc(-c2ccccc2)c(-c2ccccc2)o1 | -1 | 3 | -15 | -22 | -3 | -41 | 5 | 2 | 5 | -2
Cc1ccc2c(c1)C(=C(C#N)C#N)C(=O)N2CCN1CCCCC1 | -4 | -7 | 15 | 1 | 0 | 12 | 1 | 1 | 11 | -5
CC(=O)Oc1ccc(C(C)=O)c2c1OCCO2 | 6 | 8 | -11 | -5 | -1 | 5 | 2 | 6 | -1 | 1
CCOC(=O)CNC(=S)SC | -1 | -5 | -5 | -2 | 0 | 8 | 4 | 15 | 1 | 0
CCOC(=O)C1=C(C)N(c2ccc(C)cc2)C(=O)/C1=C\c1ccc(O)c(OC)c1 | -5 | -13 | 12 | 4 | 12 | 2 | 3 | 1 | 16 | 5
Cc1cc(C)cc(N2CC34C=CC(O3)C(C(=O)OCC(=O)NCc3ccco3)C4C2=O)c1 (stereo unspecified) | 0 | 0 | 3 | 2 | 4 | 3 | -4 | -3 | -4 | -6
Cc1ccc(OCCC(=O)NCCc2ccc(S(N)(=O)=O)cc2)cc1 | -5 | -1 | 4 | -3 | -3 | 2 | 0 | 1 | 0 | 1
O=C(Nc1cc2c3c(c1)CC(=O)N3CCC2)c1cccc(F)c1 | 0 | -2 | 3 | 0 | 1 | -9 | -1 | -1 | 3 | -1
COC(=O)C(C)Oc1ccc(=O)[nH]n1 (stereo unspecified) | 3 | 1 | 7 | 4 | -2 | -1 | 8 | 0 | -1 | -6
CC(C)(C)NC(=O)COC(=O)c1ccc(Cl)nc1 | 3 | -1 | -5 | -11 | 0 | 2 | -8 | 3 | -2 | 1
Cc1ccc(NC(=O)C2CC(=O)NC(Nc3cccc(C)c3)=N2)cc1 (stereo unspecified) | -1 | 0 | 8 | -4 | -3 | -1 | 4 | 6 | -3 | -2
Cc1ccc(-c2cc(C#N)c(=O)n(Cc3c(Cl)cccc3Cl)c2)cc1 | -3 | 1 | -7 | 0 | -2 | 3 | 3 | -3 | -1 | 3
Cc1ccc(NC(=O)CC(O)(C(F)(F)F)C(F)(F)F)cc1 | -4 | -7 | -6 | 3 | -1 | -2 | 4 | -3 | -1 | -1
NC(=O)c1ccc(N2CCOCC2)nc1 | 2 | 4 | 4 | 0 | -1 | 2 | 6 | 4 | -1 | 4
COC(=O)c1ccccc1NC(=O)COC(=O)CSCC(=O)N1CCOCC1 | -3 | -3 | 2 | 1 | -2 | 4 | 10 | -3 | -5 | -1
Cc1c(=O)n(OCc2ccc(Cl)cc2)c2ccccc2[n+]1[O-] | -3 | -2 | -5 | -1 | 0 | -2 | -7 | 0 | -1 | 1
COC(=O)[C@]12C[C@H](CC(=O)NCc3ccccc3)C(=O)N(CCC3=CCCCC3)C1=C[C@H](C(C)C)O[C@@H]2C1CC1 | 4 | 5 | -13 | 2 | -1 | . | . | 0 | 3 | -2

Screening results: PubChem BioAssay, several laboratories
